Source: PubChem
LDHA block: qHTS assay for inhibitors of human lactate dehydrogenase. L-lactate dehydrogenase A chain (Homo sapiens), P00338. purified LDHA, NADH/diaphorase-resazurin fluorescence; hits give low values. activity change, % (values are at about 110 or 230 µM). 0.15% of 480,000 active. AID 1347041, 2019; in the data active = activity change below about -30%; inconclusive = mostly about -25% to -30%;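 note: plate controls were DMSO wells for no effect and wells without enzyme for full effect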
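LDH5 2 nM; NADH 0.06 mM, pyruvate 0.2 mM; 200 mM Tris pH 7.4, EDTA, Tween-20; 5 min RT. Detection: diaphorase 0.133 mg/mL + resazurin 37 µM, fluorescence ex540/em590 at 0 and 20 min; normalized to enzyme-free and DMSO wells.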
ALOX12 inh: Primary qHTS assay for inhibitors of human arachidonate 12S-lipoxygenase (ALOX12): Round 2; Polyunsaturated fatty acid lipoxygenase ALOX12 (Homo sapiens), P18054; purified 12hLO, xylenol orange hydroperoxide absorbance; Potency, µM (highest dose often 108 µM), for the others: at the highest dose activity change, negative = inhibition, usual class: inhibitors; 1.1% of 580,000 active; AID 1671190, 2021; active = well fitted inhibition curve with a large enough effect; inconclusive = small, poorly fitted or top-dose-only effect, or another doubt; inactive = no such curve, though single readings can be large or run the other way; note: potency is the fitted concentration of half-maximal effect
Target sequence (P18054 whole entry, looked up): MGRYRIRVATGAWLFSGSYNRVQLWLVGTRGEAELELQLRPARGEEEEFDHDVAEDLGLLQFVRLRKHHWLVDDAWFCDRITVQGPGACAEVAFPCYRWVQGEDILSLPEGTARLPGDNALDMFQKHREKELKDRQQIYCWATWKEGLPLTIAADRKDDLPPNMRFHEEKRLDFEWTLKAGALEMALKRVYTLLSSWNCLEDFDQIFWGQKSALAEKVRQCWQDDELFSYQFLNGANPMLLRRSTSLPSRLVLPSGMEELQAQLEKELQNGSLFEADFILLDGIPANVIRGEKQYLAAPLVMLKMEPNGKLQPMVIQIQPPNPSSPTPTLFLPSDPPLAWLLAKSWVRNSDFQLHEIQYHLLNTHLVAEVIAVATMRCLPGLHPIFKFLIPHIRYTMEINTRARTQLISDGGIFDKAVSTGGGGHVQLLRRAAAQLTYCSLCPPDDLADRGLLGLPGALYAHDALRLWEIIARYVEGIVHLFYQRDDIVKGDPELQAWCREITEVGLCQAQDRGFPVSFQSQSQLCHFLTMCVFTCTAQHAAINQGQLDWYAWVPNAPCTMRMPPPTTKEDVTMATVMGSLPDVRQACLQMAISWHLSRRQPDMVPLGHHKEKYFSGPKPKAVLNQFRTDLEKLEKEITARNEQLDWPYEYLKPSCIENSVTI
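Hydroperoxide product was detected by ferrous iron/xylenol orange as the 573 to 405 nm absorbance ratio. Arachidonic acid at 40 uM (final) was turned over for 30 min at room temperature by 150 nM human 12hLO, pH 7.0 Hepes buffer, after 15 min compound preincubation.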
* marks the source's active call; other numbers are inactive results; [ ] = another dose, or the depositor's remark. Unless noted, % is set by controls: 0 for no effect and ±100 for the full control effect. Some of the compounds tested; the hit share may differ from the screen's.

`Cc1ccc(CNc2oc(-c3ccccc3C)nc2C#N)cc1` gave LDHA block -11 and ALOX12 inh -28%.
For Cc1cc(CN2CCN(Cc3nc(C)no3)CC2)on1 the results were LDHA block -12 and ALOX12 inh 27%.
COc1ccc(CC(C(=O)Nc2ccc(F)cc2)c2nn[nH]n2)cc1 (stereo unspecified) was read as LDHA block -8 and ALOX12 inh inconclusive.
For COc1cc(-c2csc(NC3CC3)n2)ccc1OC(F)F the results were LDHA block -13 and ALOX12 inh 25µM*.
For COC(=O)C1=C(C(=O)OC)SC(=C(Cl)C(=S)Nc2ccccc2)S1 the results were LDHA block 6 and ALOX12 inh inconclusive.
For CC(C)C(=O)Nc1ccc(C(=O)NNC(=S)Nc2ccccc2)cc1 the results were LDHA block 4 and ALOX12 inh 7%.
For Cc1nc2c(cnn2C(C)C)cc1C(=O)Nc1nc(-c2ccc(Cl)cc2)cs1 the results were LDHA block -20 and ALOX12 inh 12%.
`C(#Cc1ccc(C#CC[N+]2(Cc3ccccc3)CCCCC2)cc1)C[N+]1(Cc2ccccc2)CCCCC1` gave LDHA block 5 and ALOX12 inh inconclusive.
Screening COc1ccc(C2CC23CCC2(CC2c2ccc(OC)cc2)C3=O)cc1 (stereo unspecified) returned LDHA block -8 and ALOX12 inh 0%.
`Cn1ccnc1CN(C(=O)c1ccc(F)c(C(F)(F)F)c1)C1CC1` gave LDHA block 4 and ALOX12 inh -29%.
COc1ccc(C)cc1N1CC(O)=C(c2nc3ccccc3s2)C1=N was read as LDHA block 4 and ALOX12 inh 28%.
`Cc1ccc(/C=C/C(=O)NCC(C)C)cc1` gave LDHA block 0 and ALOX12 inh inconclusive.
CC(OC(=O)c1cc(S(=O)(=O)N(C)C)ccc1N1CCCC1)C(=O)NC1CCCC1 (stereo unspecified) was read as LDHA block 2 and ALOX12 inh 7%.
Screening CN(Cc1ccc(C(=O)NCC(F)(F)F)cc1)C(=O)c1cc(Cl)ccc1Cl returned LDHA block -3 and ALOX12 inh 2%.
For COc1ccc(-c2cc(=O)c3cc(OC(=O)C(C)C)ccc3o2)cc1 the results were LDHA block 12 and ALOX12 inh 43%[activator].
CCc1ccc(OCC(O)Cn2c(=O)c3ccccc3n3nc(C)cc23)cc1 (stereo unspecified) was read as LDHA block 19 and ALOX12 inh -2%.
Cc1ccc(/C=C/C(=O)O)c(Br)c1 was read as LDHA block 6 and ALOX12 inh inconclusive.
`CC(C)NC(C(=O)O)C(C)C` (stereo unspecified) gave LDHA block -2 and ALOX12 inh -44%.
Cc1nc(Nc2ccc(NC(=O)c3cccs3)cc2)cc(N(C)C)n1 was read as LDHA block 7 and ALOX12 inh 0%.
COc1cc(/C=C(/C#N)C(=O)C(C)C)cc(Br)c1O was read as LDHA block -7 and ALOX12 inh inconclusive.
COc1ccc(-c2nnc(SCc3cn4cccc(C)c4n3)o2)cc1OC was read as LDHA block -7 and ALOX12 inh inconclusive.
For Cc1cccc(CSC2=NS(=O)(=O)c3ccccc3N2Cc2ccccc2)c1 the results were LDHA block 0 and ALOX12 inh -6%.
For COC(=O)Cc1c(C)c2ccc(OCc3cccc(Cl)c3)cc2oc1=O the results were LDHA block 0 and ALOX12 inh -4%.
For CC(C)Oc1ccc(/C(O)=C2\C(=O)C(=O)N(c3nccs3)C2c2cccc(Br)c2)cc1 (stereo unspecified) the results were LDHA block -3 and ALOX12 inh inconclusive.
Screening CC1CCC(NC(=O)c2cc(=O)[nH]c3ccccc23)CC1 (stereo unspecified) returned LDHA block -1 and ALOX12 inh 27%.
O=C(O)CC(C(=O)O)C1CCCO1 (stereo unspecified) was read as LDHA block -2 and ALOX12 inh inconclusive.
For Cc1cc(NC(=O)c2cc(-c3ccc(F)cc3)on2)no1 the results were LDHA block 0 and ALOX12 inh 31%[activator].
For COc1ccc2oc(=O)cc(CN(C)Cc3ccc(C)cc3)c2c1 the results were LDHA block -21 and ALOX12 inh inconclusive.
`CC(C)CNC(=O)COC(=O)c1nn(Cc2ccccc2)c(=O)c2ccccc12` gave LDHA block -4 and ALOX12 inh 16%.
Screening CC(NC(=O)CCc1ncc(-c2ccccc2)o1)c1ccc2c(c1)NC(=O)CO2 (stereo unspecified) returned LDHA block 9 and ALOX12 inh -13%.
For CCOc1ccc(C(C)NC(=O)c2snnc2CC)cc1OCC (stereo unspecified) the results were LDHA block -19 and ALOX12 inh 151%[activator].
For COC(=O)C1=C(CS(=O)(=O)c2ccc(C(C)(C)C)cc2)NC(=O)NC1c1ccc(O)cc1 (stereo unspecified) the results were LDHA block 4 and ALOX12 inh inconclusive.
`C/C(=N/O)C(C)N(O)C(C)/C(C)=N/O` (stereo unspecified) gave LDHA block -1 and ALOX12 inh inconclusive.
Nc1c(-c2ccc(F)cc2)nc2ncccn12 was read as LDHA block -5 and ALOX12 inh 7%.
`Cc1cccc(C)c1NC(=O)C1(C)CSCC(=O)N1C1CCN(Cc2ccccc2)CC1` (stereo unspecified) gave LDHA block 3 and ALOX12 inh -5%.
Screening CC1Cc2[nH]c(=S)[nH]c(=O)c2C(C)O1 (stereo unspecified) returned LDHA block 4 and ALOX12 inh inconclusive.

In the list so far, two have a CF3 group.
`Cn1ccnc1CN(C(=O)c1ccc(F)c(C(F)(F)F)c1)C1CC1` gave LDHA block 4 and ALOX12 inh -29%.
Screening CN(Cc1ccc(C(=O)NCC(F)(F)F)cc1)C(=O)c1cc(Cl)ccc1Cl returned LDHA block -3 and ALOX12 inh 2%.

(continued)
Screening COc1ccc([N+](=O)[O-])cc1CN1CCN(c2ncc(Cc3ccccc3)cn2)CC1 returned LDHA block -2 and ALOX12 inh -6%.
`Cn1nc(C(=O)Nc2ncc(Cc3ccc(Cl)cc3)s2)ccc1=O` gave LDHA block -1 and ALOX12 inh 33%[activator].
For Cn1c(Oc2ccc(F)cc2)c(C#N)c(=O)n(C)c1=O the results were LDHA block -15 and ALOX12 inh inconclusive.
`COC(=O)C(CNC(=O)c1ccc(F)cc1)Cc1ccc(F)cc1` (stereo unspecified) gave LDHA block 0 and ALOX12 inh 1%.
`Cc1ccc(NC(=O)c2nc3ccccc3nc2N2CCOCC2)c(C)c1` gave LDHA block 3 and ALOX12 inh 17%.
`Cc1ccc(C(=O)Nc2nc(C34CC5CC(CC(C5)C3)C4)cs2)cc1` gave LDHA block 2 and ALOX12 inh inconclusive.
`Cc1ccc(OCCSc2nnc(COc3ccccc3Cl)n2C)cc1` gave LDHA block 6 and ALOX12 inh 3%.
For O=C(COc1ccc(Cl)cc1)Nc1ccc2c(c1)CCCN2C(=O)c1cccnc1 the results were LDHA block -1 and ALOX12 inh -7%.
Screening CC(C)c1nc(Cn2cnc3c2c(=O)n(C)c(=O)n3C)cs1 returned LDHA block 3 and ALOX12 inh inconclusive.
`NC(=O)C(Sc1ncc(C(F)(F)F)cc1Cl)c1ccc(F)cc1` (stereo unspecified) gave LDHA block -1 and ALOX12 inh inconclusive.
Screening NC1=C(S(=O)(=O)c2ccccc2)C(c2ccccc2)C(S(=O)(=O)c2ccccc2)=c2s/c(=C/c3ccccc3)c(=O)n21 (stereo unspecified) returned LDHA block 15 and ALOX12 inh inconclusive.
O=C(c1ccc(-n2cccc2)cc1)N1CCN(S(=O)(=O)c2cc(C(F)(F)F)ccc2Cl)CC1 was read as LDHA block 17 and ALOX12 inh 8%.

Quoted at random: 4 entries already listed, in no set order.
For Cc1cccc(CSC2=NS(=O)(=O)c3ccccc3N2Cc2ccccc2)c1 the results were LDHA block 0 and ALOX12 inh -6%.
Screening CC(C)c1nc(Cn2cnc3c2c(=O)n(C)c(=O)n3C)cs1 returned LDHA block 3 and ALOX12 inh inconclusive.
Screening CC(NC(=O)CCc1ncc(-c2ccccc2)o1)c1ccc2c(c1)NC(=O)CO2 (stereo unspecified) returned LDHA block 9 and ALOX12 inh -13%.
For COC(=O)C1=C(C(=O)OC)SC(=C(Cl)C(=S)Nc2ccccc2)S1 the results were LDHA block 6 and ALOX12 inh inconclusive.

3 compounds from above, arranged by SMILES length, smallest number first.
Screening CC(C)c1nc(Cn2cnc3c2c(=O)n(C)c(=O)n3C)cs1 returned LDHA block 3 and ALOX12 inh inconclusive.
`Cc1ccc(NC(=O)c2nc3ccccc3nc2N2CCOCC2)c(C)c1` gave LDHA block 3 and ALOX12 inh 17%.
Screening COc1ccc([N+](=O)[O-])cc1CN1CCN(c2ncc(Cc3ccccc3)cn2)CC1 returned LDHA block -2 and ALOX12 inh -6%.

(further entries)
`CCOc1cccc(NC(=O)c2ccc(C)cc2)c1` gave LDHA block 5 and ALOX12 inh -28%.
For COc1ccc(S(=O)(=O)N2CCC[C@H]2C(=O)N2CCC[C@H]2C(=O)N[C@@H](C)c2ccccc2)cc1C the results were LDHA block 1 and ALOX12 inh inconclusive.
For COc1ccc(C(NC(=O)c2nn(C)c(=O)c3ccccc23)C(C)C)cc1 (stereo unspecified) the results were LDHA block 6 and ALOX12 inh -4%.
`O=C(CCc1nc2sc3c(c2c(=O)[nH]1)CCC3)NCc1ccccc1` gave LDHA block 6 and ALOX12 inh -10%.
For O=C(NCc1ccccc1)C(c1cc2ccccc2o1)n1c(=O)c(-c2cc3ccccc3[nH]2)nc2ccccc21 (stereo unspecified) the results were LDHA block 1 and ALOX12 inh inconclusive.
`Clc1ccc(-c2nc(-c3cccc(Br)c3)no2)s1` gave LDHA block 9 and ALOX12 inh -5%.
For CSc1ccccc1NC(=O)Cc1coc2cc(C)c(C)cc12 the results were LDHA block 6 and ALOX12 inh 2%.
For Cc1ccc(-c2cnoc2NC(=O)CSc2nc(-c3ccc(Cl)cc3)cc(=O)[nH]2)cc1 the results were LDHA block 12 and ALOX12 inh -9%.
Screening CCCCC12CN3CCN(CC(C3)/C1=N\NC(=S)NC)C2 returned LDHA block -5 and ALOX12 inh inconclusive.
Screening Nc1nccnc1C(=O)NCc1ccc(N2CCc3ccccc3C2)nc1 returned LDHA block 4 and ALOX12 inh inconclusive.
`O=C(NC1CCCC1)C1CCN(C2=NS(=O)(=O)c3ccccc32)CC1` gave LDHA block 4 and ALOX12 inh 22%.
For O=C(O)c1ccc(CS(=O)(=O)c2ccccc2)cc1 the results were LDHA block 0 and ALOX12 inh -26%.
`COc1cc(CNC(=O)c2ccccc2-c2nc(-c3ccc(F)cc3)no2)cc(OC)c1OC` gave LDHA block 1 and ALOX12 inh -29%.
CC(C)NC(=O)/C=C/c1cccc(Cl)c1 was read as LDHA block -2 and ALOX12 inh -26%.
Screening CCN(C(=O)c1cccs1)c1ccccc1C returned LDHA block -4 and ALOX12 inh 2%.
For Cc1cnc(C(=O)NCCc2c[nH]c3ccccc23)cn1 the results were LDHA block -10 and ALOX12 inh -18%.
For CC(OC(=O)c1ccccc1-n1cnnn1)C(=O)Nc1ccc(N2CCOCC2)cc1 (stereo unspecified) the results were LDHA block 10 and ALOX12 inh inconclusive.
For Cc1ccc(S(=O)(=O)N2CCCC(C(=O)O)C2)cc1F (stereo unspecified) the results were LDHA block -6 and ALOX12 inh -9%.
`Fc1ccccc1CCNc1ncnc2nc[nH]c12` gave LDHA block 8 and ALOX12 inh 16%.
`C#CCOc1ccc2ccccc2c1/C=C(\C#N)c1ccc(Cl)cc1` gave LDHA block 9 and ALOX12 inh inconclusive.
Screening COc1ccc(C)cc1NC(=O)CSc1nnc2c3cc(-c4ccc(Cl)cc4)nn3ccn12 returned LDHA block -9 and ALOX12 inh inconclusive.
For CCN(c1ccc(NC(=O)COC(=O)c2cc(C)nc3ccccc23)cc1)C(C)C the results were LDHA block 11 and ALOX12 inh inconclusive.
CCOc1cc(/C=C/C(=O)c2ccc(OCC(=O)O)c(OC)c2)cc(Cl)c1O was read as LDHA block 14 and ALOX12 inh inconclusive.
O=C(NCC(F)(F)F)c1ccc(CN(C(=O)/C=C/c2ccccc2)C2CC2)cc1 was read as LDHA block 1 and ALOX12 inh 4%.
NC(=O)c1cccnc1NCCc1cccs1 was read as LDHA block 7 and ALOX12 inh inconclusive.
For O=C(Nc1ccc(C(F)(F)F)cc1)c1nn(-c2ccccc2)c(=O)c2ccccc12 the results were LDHA block 4 and ALOX12 inh 5%.
Screening O=C(COc1ccc(F)cc1Cl)Nc1ncn[nH]1 returned LDHA block 5 and ALOX12 inh 78%[activator].
CCOC(=O)/C=C/c1cccc(OC)c1O was read as LDHA block 4 and ALOX12 inh -15%.
CCOC(=O)C(C)n1cnc2c1c(=O)n(C)c(=O)n2C (stereo unspecified) was read as LDHA block 13 and ALOX12 inh -3%.
For CCCCCCNC(=O)c1nccnc1N the results were LDHA block -1 and ALOX12 inh 1%.
Screening COc1ccccc1Oc1c(C)oc2cc(OC(C)=O)ccc2c1=O returned LDHA block 4 and ALOX12 inh 1%.
Screening C/C(=N\NC(=O)C1CC1)c1ccc2ccccc2c1 returned LDHA block 0 and ALOX12 inh -6%.
Screening O=C(Nc1ccc2oc(-c3ccccc3F)cc(=O)c2c1)c1ccccc1F returned LDHA block 3 and ALOX12 inh -23%.
